Rac1 act GTP bind: GTP binding modulators of activated mutant Rac1, primary screen, biochemical, bead-based flow cytometry, multiplex, fluorescent GTP; Ras-related C3 botulinum toxin substrate 1 (Homo sapiens), P63000; GST-Rac1 activated beads; actives lie on both sides; 100% means binding = to untreated wells; percent activity (GTP binding), % at 10 µM; actives 0.11% (n = 190,000); AID 764, 2007;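 active = GTP binding at least 20 percentage points away from the 100% baseline, in either direction, so actives lie on both sides; inconclusive = Compound likely fluorescent itself, or too few beads counted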
HRas wt GTP: modulators of GTP binding to HRas wildtype, primary screen, biochemical, bead-based flow cytometry, multiplex. GTPase HRas (Homo sapiens), P01112. GST-Ras wt beads, Bodipy-FL-GTP binding; actives lie on both sides. GTP binding activity, % at 10 µM. actives 0.14% (n = 190,000). AID 759, 2007;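 active = GTP binding activity at least 20% away from the 100% baseline, either lowered as inhibitor or raised as activator; inconclusive = flagged as likely green fluorescent, judged across all proteins in the well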;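 note: 0% = unlabeled GTP competition control and 100% = no-compound control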
Target sequence (P01112 whole entry, looked up): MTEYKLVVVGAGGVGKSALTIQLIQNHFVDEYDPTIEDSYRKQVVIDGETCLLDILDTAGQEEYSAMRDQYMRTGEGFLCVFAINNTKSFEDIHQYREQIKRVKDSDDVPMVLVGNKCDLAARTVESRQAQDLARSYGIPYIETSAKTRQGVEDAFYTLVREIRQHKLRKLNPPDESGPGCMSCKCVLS
Pf gametocyte: late stage P. falciparum gametocyte viability inhibitors, primary screen, ATP luminescence, HTS; actives 0.065% (n = 150,000); AID 743093, 2013; inhibition, % at 10.9 µM; P. falciparum stage V gametocytes, 24 h;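 active = inhibition above the mean plus 3 SD of compounds within the control limits, set per campaign, cut at about 38% in these data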;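 note: 0% = DMSO wells and 100% = medium only without gametocytes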
Avidin bead fluor: green autofluorescence of compounds with avidin beads – biophysical, 488/530 nm, flow cytometry, artefact control, profiling panel; compound fluorescence 488/530 nm; stronger effect = higher value; fluorescence (KMESF) at 10 µM; actives 0.38% (n = 220,000); AID 1775, 2009; in the data active = fluorescence above about 47; note: inactives centre near 10
ABCB1 inh: ABCB1 efflux pump inhibitors, primary screen, cell-based, multiplex, flow cytometry, ABCG2 counter-screen. inhibition, % at 6.6 µM. CCRF-Adr cells, JC-1 efflux. actives 0.067% (n = 190,000); in the data active = inhibition above about 40%;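 note: 0% = vehicle and 100% = reference inhibitor; higher value means more JC-1 retained so stronger ABCB1 efflux block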
ABCG2 inh: ABCG2 efflux pump inhibitors, primary screen, multiplex with ABCB1, IgMXP3 cells, flow cytometry; actives 0.1% (n = 190,000); Broad substrate specificity ATP-binding cassette transporter ABCG2 (Homo sapiens), Q9UNQ0; AID 1325, 2008; inhibition, % at 6.6 µM; JC-1 efflux;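 active = inhibition above 80%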;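 note: 0% = DMSO and 100% = nicardipine control wells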
Target sequence (Q9UNQ0 whole entry, looked up): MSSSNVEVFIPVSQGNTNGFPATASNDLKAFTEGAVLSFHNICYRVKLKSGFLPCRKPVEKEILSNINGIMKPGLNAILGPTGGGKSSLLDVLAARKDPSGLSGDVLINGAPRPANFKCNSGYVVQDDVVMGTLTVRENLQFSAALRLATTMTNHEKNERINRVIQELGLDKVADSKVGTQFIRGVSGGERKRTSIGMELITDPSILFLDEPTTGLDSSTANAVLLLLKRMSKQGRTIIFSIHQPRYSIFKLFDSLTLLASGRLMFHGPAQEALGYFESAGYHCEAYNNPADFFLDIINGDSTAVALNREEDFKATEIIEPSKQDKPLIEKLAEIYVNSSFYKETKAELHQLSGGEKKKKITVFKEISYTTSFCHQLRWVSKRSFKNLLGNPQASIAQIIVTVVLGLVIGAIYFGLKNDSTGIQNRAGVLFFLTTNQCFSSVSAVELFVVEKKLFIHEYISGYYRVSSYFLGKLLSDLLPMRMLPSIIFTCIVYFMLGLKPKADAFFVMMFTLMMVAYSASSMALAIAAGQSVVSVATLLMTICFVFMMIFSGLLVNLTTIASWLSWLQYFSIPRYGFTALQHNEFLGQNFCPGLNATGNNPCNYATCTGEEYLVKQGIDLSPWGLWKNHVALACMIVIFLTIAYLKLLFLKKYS
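Test system: IgMXP3 cells (ABCG2) mixed with DDAO far-red-labelled CCRF-Adr cells (ABCB1). Reagent: JC-1 transporter substrate. Compound dosing: single test compound dose, 6.6 µM final. Times: 10 min compound exposure, 25 °C. Detection: flow cytometry of retained JC-1 fluorescence. Read-out basis: efflux inhibition in percent versus controls. Controls: nicardipine and DMSO wells.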
Cdc42 wt: modulators of GTP binding to wildtype Cdc42, primary screen, biochemical, multiplex bead flow cytometry, Bodipy-GTP | Cell division control protein 42 homolog (Homo sapiens), P60953 | GST-Cdc42 beads; actives lie on both sides | percent activity (GTP binding), % at 10 µM | actives 0.2% (n = 190,000);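 active = percent activity GTP binding at least 20 points away from the 100% baseline, either down as inhibitor or up as activator; inconclusive = compound flagged as likely green fluorescent from well-wide comparison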;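 note: median bead fluorescence of bound Bodipy-FL-GTP at 100 nM; 0% = excess unlabeled GTP control and 100% = no compound control; below 100% means less GTP binding so inhibitor and above means activator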
Rab7 wt GTP bind: modulators of GTP binding to Rab7, primary screen, biochemical, wildtype, multiplex bead flow cytometry. GST-Rab7 beads, fluorescent GTP binding; actives lie on both sides; untreated = 100%, excess cold GTP = 0%. Rab7 GTPase wild type (dog), Bodipy-FL-GTP binding. GTP binding activity (percent of control), % at 10 µM. actives 0.055% (n = 190,000). AID 758, 2007;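 active = fluorescent GTP binding to Rab7 beads changed by at least 20 points from the 100% baseline, either direction, mostly lower; inconclusive = compound itself probably fluorescent, or too few beads counted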;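 note: median green fluorescence of bound Bodipy-FL-GTP per Rab7 bead population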
GSH fluor: compound fluorescence on glutathione beads, profiling panel, artefact control, biophysical, 488/530 nm, flow cytometry | GSH beads flow cytometry, compound fluorescence 488/530 nm; stronger effect = higher value | fluorescence (KMESF) at 10 µM | actives 0.25% (n = 190,000) | AID 1776, 2009; in the data active = fluorescence above about 89;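 note: glutathione beads carrying GST-tagged Bcl family fusion proteins plus one bare bead set; values are compound well signal with DMSO vehicle wells as background; inactives centre near 16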
Rac1 wt modul: wildtype Rac1 GTP binding modulators, primary screen, biochemical, GST-Rac1 beads, flow cytometry, multiplex; Ras-related C3 botulinum toxin substrate 1 (Homo sapiens), P63000; fluorescent GTP binding; actives lie on both sides; 0 = cold GTP competed, 100 = untreated; GTP binding activity (% of control), % at 10 µM; actives 0.27% (n = 190,000); AID 757, 2007;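 active = GTP binding activity at least 20 points away from the 100% control level, either lower or higher; inconclusive = compound flagged as likely green fluorescent, judged across all proteins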
Rab2A wt mod: modulators of GTP binding to Rab2A wildtype, primary screen, biochemical, dog, bead-based flow cytometry, multiplex. GST-Rab2 wt beads, Bodipy-GTP binding. GTP binding activity, % at 10 µM. AID 760, 2007. Ras-related protein Rab-2A (Canis lupus familiaris), P61105. actives 0.19% (n = 190,000);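 active = GTP binding activity at least 20 points away from 100%, either lowered or raised; inconclusive = signal likely due to the compound's own green fluorescence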;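 note: 0% = beads with excess unlabeled GTP and 100% = no-compound control corrected for plate trend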
* marks the source's active call; other numbers are inactive results; ? = inconclusive; / = not tested or not shown.

Every second line gives: Rac1 act GTP bind | HRas wt GTP | Pf gametocyte | Avidin bead fluor | ABCB1 inh | ABCG2 inh | Cdc42 wt | Rab7 wt GTP bind | GSH fluor | Rac1 wt modul | Rab2A wt mod
O=[N+]([O-])c1ccccc1/C=N/Nc1nccnc1Cl
→ 98 | 100 | / | 24 | 0.4 | 4 | 98 | 102 | 14 | 102 | 98
CCOc1c(Cl)cc(CNCC(O)c2ccccc2)cc1OC (stereo not drawn)
→ 98 | 97 | -18 | 6 | 0.1 | 0 | 98 | 95 | 14 | 103 | 97
CCc1ccc(Nc2nc(N)nc(CSc3nc4ccccc4s3)n2)cc1
→ 96 | 98 | / | 13 | 0.2 | 2 | 99 | 95 | 13 | 97 | 97
CN(C)S(=O)(=O)c1ccc(Cl)c(NC(=O)COC(=O)/C=C/c2ccc(S(=O)(=O)N3CCOCC3)cc2)c1
→ 101 | 101 | 5 | 5 | -0.2 | -1 | 105 | 103 | 12 | 106 | 102
Cc1ccc(SCc2nc3ccccc3n2CC(=O)Nc2ccc(Cl)cc2)cc1
→ 96 | 98 | -21 | 9 | 1.9 | 16 | 99 | 93 | 18 | 97 | 99
CCOc1ncccc1C(=O)OCc1nnc(-c2ccccc2)o1
→ 101 | 103 | / | / | -0.3 | 10 | 105 | 99 | 40 | 109 | 103
NC(=S)Cc1nc(-c2ccccc2)cs1
→ 102 | 105 | 15 | 6 | 0.5 | -2 | 102 | 107 | 11 | 103 | 103
COCCNc1c([N+](=O)[O-])c(=O)n(-c2ccccc2)c2ccccc12
→ 102 | 102 | 27 | 3 | 1.1 | 9 | 104 | 101 | 5 | 107 | 102
C/[N+]([O-])=C1\Cc2ccccc2C1=O
→ 97 | 99 | / | 6 | 0.7 | 2 | 101 | 97 | 33 | 97 | 98
Cc1ccc(/C=N/NC(=O)c2cccc(S(=O)(=O)Nc3ccccc3Cl)c2)o1
→ 93 | 91 | -1 | 14 | -0.7 | 28 | 96 | 98 | 7 | 94 | 92
COc1ccc(Nc2nc3cc(C)ccc3cc2C#N)c(OC)c1
→ 94 | 92 | 10 | 8 | -0.9 | -1 | 92 | 98 | 15 | 92 | 94
O=C(c1ccco1)N1CCN(C(c2ccc(Cl)cc2)c2nnnn2CC2CCCO2)CC1 (stereo not drawn)
→ 100 | 106 | -10 | 4 | -2.4 | -4 | 107 | 101 | 28 | 107 | 104
Cc1ccc(N2CC(C(=O)Nc3ccccc3C(=O)NC3CCCCC3)CC2=O)cc1 (stereo not drawn)
→ 90 | 94 | -11 | 6 | 0.3 | 0 | 94 | 91 | 20 | 95 | 95
O=C1c2cccc3cccc(c23)C(=O)N1CC1CCN(S(=O)(=O)c2ccc(F)cc2)CC1
→ 99 | 98 | -27 | 18 | 2.9 | 14 | 99 | 103 | 9 | 104 | 98
COc1ccccc1-c1nnc(SC)n1C
→ 96 | 97 | 9 | 16 | -0.1 | 1 | 98 | 96 | 11 | 95 | 95

Continuation.
Every second line gives: Rac1 act GTP bind | HRas wt GTP | Pf gametocyte | Avidin bead fluor | ABCB1 inh | ABCG2 inh | Cdc42 wt | Rab7 wt GTP bind | GSH fluor | Rac1 wt modul | Rab2A wt mod
CCCCn1c(N)nc2ccccc21
→ 95 | 97 | / | 14 | 0.1 | 0 | 98 | 91 | 12 | 94 | 97
CS(=O)(=O)c1cnc(-c2ccccc2)nc1-c1ccccc1Cl
→ 98 | 103 | 8 | 9 | 1.0 | 21 | 101 | 106 | 18 | 102 | 103
Cc1ccnc(NC(=O)c2cc3ccccc3oc2=O)c1
→ 97 | 99 | 5 | 11 | 0.4 | 3 | 97 | 102 | 11 | 101 | 97
COC(=O)Cc1c(C(=O)OC)nnn1-c1ccc(OC)cc1
→ 96 | 97 | -63 | 8 | -1.1 | 7 | 96 | 98 | 14 | 102 | 96
COC(CN(C(=O)CCl)C(C(=O)NC1CCCCC1)c1ccc(Cl)cc1)OC (stereo not drawn)
→ 98 | 100 | -8 | 8 | 0.5 | 1 | 98 | 105 | 15 | 100 | 100
O=C1C2CC=CCC2C(=O)N1c1ncn[nH]1 (stereo not drawn)
→ ? | ? | -25 | 8 | 37 | 23 | ? | ? | 72 | ? | ?
CCNc1nc(C23CC4CC(CC(C4)C2)C3)cs1
→ 94 | 96 | -17 | 7 | 0.2 | 1 | 93 | 103 | 13 | 95 | 96
O=C(NCc1ccccc1)c1cc2nc(C3CC3)cc(C(F)(F)F)n2n1
→ 102 | 103 | / | 15 | 0.4 | 3 | 103 | 103 | 13 | 105 | 103
OC(COc1ccccc1)CN1CCN(c2ncccn2)CC1 (stereo not drawn)
→ 95 | 98 | -21 | 2 | 0.1 | 1 | 97 | 98 | 27 | 99 | 96
CCCN(CCC(=O)Nc1ccccc1F)CC1CC1
→ 97 | 100 | 9 | 9 | 1.2 | 2 | 100 | 98 | 31 | 98 | 98
CCCc1nnc(SCC(=O)N2CCCCC2C)n1CC (stereo not drawn)
→ 100 | 102 | 25 | 9 | 0.4 | 1 | 102 | 101 | 30 | 102 | 101
NNC(=O)c1ccc2c(c1)S(=O)(=O)NNC2=O
→ 99 | 98 | 5 | 10 | 0.2 | 0 | 102 | 96 | 15 | 100 | 96
c1ccc(-c2ccccc2OCCN2CCCCC2)cc1
→ 102 | 106 | 2 | 5 | 0.2 | 1 | 105 | 105 | 12 | 105 | 103
COc1ccc(-c2csc(NC(=O)c3ccc(S(=O)(=O)N4CCc5ccccc5C4)cc3)n2)cc1
→ 99 | 101 | -19 | 6 | 0.1 | 0 | 100 | 106 | 10 | 105 | 97
CC(=O)c1ccc(N2CCN(c3ccc(S(=O)(=O)NCCCN(C)C)cc3[N+](=O)[O-])CC2)cc1
→ 95 | 97 | 18 | 12 | 0.9 | 9 | 98 | 96 | 10 | 98 | 96

New compounds follow.
Every second line gives: Rac1 act GTP bind | HRas wt GTP | Pf gametocyte | Avidin bead fluor | ABCB1 inh | ABCG2 inh | Cdc42 wt | Rab7 wt GTP bind | GSH fluor | Rac1 wt modul | Rab2A wt mod
O=c1cc(-c2ccc(Cl)c(Cl)c2)[nH][nH]1
→ 94 | 96 | / | 12 | -0.3 | -1 | 97 | 94 | 29 | 92 | 95
Nc1ccc(/C=C/C(=O)c2cccs2)cc1
→ 96 | 103 | 0 | 9 | -0.5 | -1 | 97 | 105 | 9 | 100 | 100
CC1=C(C(=O)Nc2ccccn2)C(c2cccnc2)n2nnnc2N1 (stereo not drawn)
→ 100 | 99 | -2 | 30 | -0.1 | 0 | 97 | 97 | 20 | 101 | 98
CCN(Cc1ccccc1)c1ccc(N=Nc2nn(C)c(C)c2[N+](=O)[O-])cc1
→ 99 | 98 | -8 | 13 | -0.1 | 0 | 96 | 98 | 12 | 100 | 97
CC1(C)CC(=O)C2=C(C1)OC(N)=C(C#N)C2C1C=CCCC1 (stereo not drawn)
→ 95 | 94 | -18 | 11 | 1.0 | 2 | 95 | 96 | 32 | 95 | 97
Cn1ncc2c(NNC(=O)c3ccc(Cl)cc3Cl)ncnc21
→ 101 | 100 | 2 | 8 | 2.7 | 0 | 98 | 100 | 14 | 101 | 100
CN(C)C(=O)C(=O)c1cccn1-c1cccc(Cl)c1C#N
→ 92 | 94 | / | 3 | 1.2 | 2 | 94 | 94 | 10 | 95 | 94
O=C(NCc1ccco1)c1cccc2c1C(=O)N(C1CCCCC1)C2
→ 95 | 99 | / | 2 | 1.2 | 13 | 96 | 100 | 25 | 100 | 97
CCN(C(=O)CN1CCCCC1)C1(C)C(=O)c2ccccc2C1=O
→ 100 | 101 | 14 | 14 | 0.3 | 3 | 102 | 104 | 17 | 104 | 102
CCC1CC2(C)NC(=O)c3c(sc4c3CC(C)(C)OC4)N2C1=O (stereo not drawn)
→ 95 | 97 | -10 | 28 | 0.5 | 1 | 98 | 98 | 12 | 98 | 96
COc1ccc(CN2C(=O)c3cccnc3C2Nc2cc(Cl)c(OC)cc2OC)cc1 (stereo not drawn)
→ 99 | 102 | 2 | 6 | -0.6 | 1 | 102 | 101 | 34 | 104 | 102
CCOC(=O)c1ccc(Cl)c(NC(=O)c2ccc(-c3ccccc3)cc2)c1
→ 97 | 98 | 8 | 20 | 0.1 | 2 | 97 | 100 | 12 | 94 | 100
COC(=O)Cc1ccc(NC(=S)N2CCCC(C)C2)cc1 (stereo not drawn)
→ 102 | 102 | 10 | 5 | / | -2 | 102 | 97 | 11 | 104 | 101
CC(C)(c1ccccc1)c1ccc(OCCn2cnc3ccccc3c2=O)cc1
→ 95 | 102 | / | / | 0.2 | 1 | 100 | 102 | 13 | 101 | 100

High-throughput results (PubChem BioAssay)

This is a random part of the collection. Share with any hit: about 1.1%.
